Screens as filed in PubChem BioAssay.
PTHR1 ag: PTHR1 (human) receptor agonism; HEK293 GP2 PTHR1 cells, GloSensor cAMP luminescence, 1 h; Potency, µM (titrated, usually from 115 µM), for inactives: top-dose activation, hits mostly activators; Q03431; 410,000 compounds, 0.075% hits; also: nearly all actives have a fitted effect of over 55% in size; some results filed as inactive show a strong effect at the top dose; inactives centre near -15; many of its hits are not listed in these tables
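HEK-293-derived GP2 cells expressing PTHR1 and a GloSensor cAMP reporter, 3,000/well, plated overnight, given luciferin plus IBMX (each 0.5 mM as added) for 1 h at 37 °C, then compound for 1 h at 37 °C. Luminescence was read after 15 min at room temperature.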
EPAC2 ag: activates human EPAC2 exchange factor; 360,000 compounds, 0.079% hits; EPAC2 activation, biochemical qHTS; response scale: 100% = 6.5 mM cAMP response; Potency, µM (doses to about 154 µM), without a hit: at the top dose activation, most hits filed as activators; Q8WZA2; also: nearly all actives have a fitted effect of over 50% in size
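In this primary screen, activation is scored as increased exchange of BODIPY-GDP from Rap1B by 100 nM EPAC2, with 50 uM GDP as competitor. Signal is normalized to the 6.5 mM cAMP agonist control.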
aSyn rescue: rescues yeast growth from alpha-synuclein toxicity. Potency, µM (highest dose often 46.1 µM), for inactives: top-dose growth rescue (activation), hits mostly activators. AID 652106. Yeast expressing alpha-synuclein, growth rescue, BacTiter-Glo, 24 h. 370,000 compounds, 0.14% hits; also: % of control where 0% means no effect; nearly all actives have a fitted effect of over 65% in size
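Readout is rescue of growth in alpha-synuclein-expressing yeast, so inhibitors of toxicity appear as activators. Growth after 24 hr at 30 deg C in galactose medium is quantified by luminescence.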
EPAC2 antagonist: antagonists of human EPAC2; Potency, µM (titrated, usually from 114 µM), inactives show at the highest dose activity, negative = inhibition, most hits filed as inhibitors; EPAC2 GEF exchange of Rap1B-BODIPY-GDP, fluorescence; 360,000 compounds, 0.18% hits; also: % is scaled to controls: 0 for no effect and ±100 for the full control effect; nearly all actives have a fitted effect of over 45% in size; many of its hits are not listed in these tables
TDP-43 yeast inh: inhibitors of TDP-43 toxicity in yeast; TDP-43 expressing yeast growth rescue, BacTiter-Glo, 24 h; Potency, µM (top dose mostly 46.1 µM), for the others: top-dose growth rescue (activation), actives largely listed as activators; 410,000 compounds, 1.8% hits; AID 652104; also: % of control where 0% means no effect; nearly all actives have a fitted effect of over 50% in size
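Yeast expressing TDP-43 (pregrown in raffinose, seeded at OD600=0.02 in galactose medium) exposed to compounds 24 hr at 30 deg C. Growth read by BacTiter-Glo luminescence; rescue of toxicity appears as increased signal.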
EPAC1 antagonist: blocks human EPAC1 exchange factor | O95398 | EPAC1 GEF assay, Rap1b-BODIPY-GDP exchange fluorescence | Potency, µM (doses to about 115 µM), for the others: at the highest dose activity change, negative = inhibition, hits mostly inhibitors | AID 720709 | 360,000 compounds, 0.14% hits;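 also: plate controls were vehicle for no effect and positive control for full effect; nearly all actives have a fitted effect of over 50% in size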
Target sequence (O95398 whole entry, looked up): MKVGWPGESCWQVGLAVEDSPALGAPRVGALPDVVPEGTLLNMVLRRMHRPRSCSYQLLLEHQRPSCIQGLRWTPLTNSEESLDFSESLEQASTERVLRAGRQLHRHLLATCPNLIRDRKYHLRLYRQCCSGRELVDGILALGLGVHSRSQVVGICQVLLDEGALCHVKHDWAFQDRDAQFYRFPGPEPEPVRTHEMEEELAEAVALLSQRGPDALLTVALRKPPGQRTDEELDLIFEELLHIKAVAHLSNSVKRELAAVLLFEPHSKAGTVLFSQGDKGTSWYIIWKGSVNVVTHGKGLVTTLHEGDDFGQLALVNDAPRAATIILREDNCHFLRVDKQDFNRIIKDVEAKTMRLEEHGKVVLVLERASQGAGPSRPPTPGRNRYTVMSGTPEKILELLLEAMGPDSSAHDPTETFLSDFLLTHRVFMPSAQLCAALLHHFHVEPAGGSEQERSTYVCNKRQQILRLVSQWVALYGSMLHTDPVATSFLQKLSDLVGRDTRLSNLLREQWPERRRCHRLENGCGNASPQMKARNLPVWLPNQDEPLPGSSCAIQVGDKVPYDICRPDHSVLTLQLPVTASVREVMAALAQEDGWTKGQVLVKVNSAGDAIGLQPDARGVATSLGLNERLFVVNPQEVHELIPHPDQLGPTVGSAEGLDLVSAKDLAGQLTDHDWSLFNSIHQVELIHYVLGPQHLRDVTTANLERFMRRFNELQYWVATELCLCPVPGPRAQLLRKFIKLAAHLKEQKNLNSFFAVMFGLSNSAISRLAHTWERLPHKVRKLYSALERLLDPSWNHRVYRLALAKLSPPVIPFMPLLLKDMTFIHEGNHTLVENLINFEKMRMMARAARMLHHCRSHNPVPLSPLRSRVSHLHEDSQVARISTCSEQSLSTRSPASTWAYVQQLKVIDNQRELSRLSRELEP
FUS yeast rescue: FUS proteinopathy suppression in yeast | S. cerevisiae FUS-expressing, growth rescue, OD600, 24 h | Potency, µM (highest dose often 76.6 µM), inactives show top-dose growth rescue (activation), hits mostly activators | 390,000 compounds, 0.24% hits | AID 1347120;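 also: plate controls were DMSO vehicle for no effect and reference control for full effect; nearly all actives have a fitted effect of over 55% in size; some results filed as inactive show a strong effect at the top dose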
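Toxicity suppression screen in FUS-yeast. Cells induced with 2% galactose, starting OD 0.005, treated 24hr at 30C with compounds at multiple final concentrations; growth by OD600.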
EPAC1 ag: activates human EPAC1 exchange factor. O95398. EPAC1 agonist qHTS, biochemical assay; response scale: 100% = response to 6.5 mM cAMP. Potency, µM (titrated, usually from 154 µM), inactives show at the top dose activation, usual class: activators. 360,000 compounds, 0.073% hits. AID 720707; also: nearly all actives have a fitted effect of over 60% in size
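Nucleotide exchange by EPAC1 (100 nM) on Rap1B–BODIPY-GDP (250 nM) in the presence of 50 uM GDP is tracked fluorescently at 480/540 nm over 30 min. Signals are normalized to a 6.5 mM cAMP control.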
An asterisk follows results filed as active; i = inactive; ? = inconclusive; / = no result given; & = joins results of further samples; [ ] = remark or other dose. Calls follow the shape of the dose curve; as a rule, active = well fitted curve in the direction sought with a large enough effect; inconclusive = small, poorly fitted or top-dose-only effect, or another doubt; inactive = no such curve, though single readings can be large; an effect the other way counts as inactive or inconclusive. Potency is read from the fitted curve at half-maximal effect. This is a subset; count on the stated rates, not on these rows.

| Structure | PTHR1 ag | EPAC2 ag | aSyn rescue | EPAC2 antagonist | TDP-43 yeast inh | EPAC1 antagonist | FUS yeast rescue | EPAC1 ag |
| --- | --- | --- | --- | --- | --- | --- | --- | --- |
| Cc1ccc(C2=NN(C(=O)CSc3nccn3C)C(c3ccco3)C2)cc1 (centres undefined) | i | 1% | -13% | -9% | 0% | -7% | 9% | 11% |
| CC(=O)c1c(C)oc2ccc(NS(=O)(=O)c3ccccc3)cc12 | -20% | 2% | -5% | 5% | 5% | ? | 17% | -3% |
| Cc1nn(-c2ncc(C(F)(F)F)cc2Cl)c(=O)n1-c1c(F)cccc1F | i | 3% | 13% | -5% | 13% | -3% | -23% | -10% |
| CC(C)N(C(=O)[C@H]1C[C@H](CC(=O)NCCN2CCOCC2)C(=O)N2CCc3c([nH]c4cc(CCC(=O)N(C)C)ccc34)[C@]12C)C(C)C | i | 7% | -9% | -5% | 14% | -11% | -1% | 1% |
| COc1ccc(Nc2nc(N3CCN(S(C)(=O)=O)CC3)nc3ccccc23)c(OC)c1 | -16% | -2% | 1% | 6% | / | -5% | 13% | -5% |
| COc1ccc(N2CC(C(=O)Nc3ccc(S(=O)(=O)Nc4nccs4)cc3)CC2=O)c(OC)c1 (centres undefined) | i | 13% | 16% | -1% | 0% | -7% | ? | -16% |
| Cc1ccc2[nH]c3c(=O)n(CC(=O)Nc4ccccc4N4CCN(C)CC4)ncc3c2c1 | -8% | 5% | -1% | 5% | 1% | 20% | 10% | 4% |
| COCCCNC(=O)C[C@H]1C[C@H](C(=O)N(C(C)C)C(C)C)[C@@]2(C)c3[nH]c4ccc(Cl)cc4c3CCN2C1=O | i | 3% | -1% | 1% | -2% | 7% | 26% | -17% |
| CC1(C)CC(=O)C(C=NCC2CCN(C(=S)Nc3cccc(Cl)c3)CC2)=C(O)C1 | -28% | -6% | -2% | 1% | -10% | 9% | 39% | -6% |
| O=C(NCc1ccccc1)N1CCN(c2ccccc2)CC1 | i | 3% | 1% | 1% | 13% | -3% | 10% | 5% |
| CCCN1CCN(C(=O)c2c(Cl)cnn2C)CC1 | -21% | 3% | -1% | 13% | -14% | -3% | 12% | -13% |
| CC(C)C(=O)N1CCN(c2ccc(NC(=O)c3ccc4c(c3)OCCO4)cc2Cl)CC1 | -21%[57.5 µM] | 11% | 2% | -6% | -9% | -5% | 12% | 13% |
| C[C@H]1CN([C@@H](C)CO)C(=O)c2cc(C#CCC3CCCC3)cnc2O[C@@H]1CN(C)C(=O)CC1CC1 | -17% | -10% | 7% | -1% | 11% | -3% | 36% | -16% |
| COC(=O)c1ccc(NC(=O)Cc2ccc(F)cc2)cc1 | -28% | 12% | 1% | 1% | / | -16% | 32% | -9% |
| N#Cc1ccccc1Cn1c(=O)n(C2CCCC2)c(=O)c2ccccc21 | 13%[57.5 µM] | 17% | -2% | -28% | ? | -13% | ? | 0% |
| CCN(CC)C(=O)CCn1nc(-c2ccc(C)cc2)c2ccccc2c1=O | i | 2% | 6% | 1% | 8% | -10% | 18% | -7% |
| CN(Cc1ccc(F)cc1)C(=O)CN1C(=O)c2ccccc2S1(=O)=O | -15% | 6% | -5% | 13% | 14% | 4% | -2% | -7% |
| COc1ccc(CNC(=O)CN2C(=O)NC(c3ccccc3)(c3ccccc3)C2=O)cc1 | i | -5% | -2% | -13% | 0% | -20% | / | 9% |
| CCOc1cc(N2CCOCC2)c(OCC)cc1NC(=O)CCC1CCCC1 | -3%[57.5 µM] | -5% | 8% | -1% | 19% | 3% | 17% | -7% |
| CN1C(=O)CC(Sc2ncccc2C(=O)O)C1=O (centres undefined) | ? | -2% | -18% | -14% | -14% | -14% | ? | 10% |
| Cc1ccc(NC(=O)CCNC(=O)c2ccccc2)cc1F | i | 6% | -4% | 3% | -12% | 8% | 30% | 3% |
| O=C(OCc1ccccc1F)c1ccc2c(c1)-c1ccccc1C2=O | i | 16% | -2% | -2% | -16% | 6% | 13% | -6% |
| Cc1[nH]c(=O)[nH]c(=O)c1S(=O)(=O)Nc1ccc(Oc2ccccc2)cc1 | i | -3% | -7% | -1% | 4% | -20% | -9% | 8% |
| COc1ccccc1NC(=O)CSc1nnc(CNC(=O)c2ccco2)n1C | -10% | -2% | 0% | 2% | -12% | -1% | -4% | 2% |
| O=S(=O)(NOCc1ccc(Cl)cc1)c1ccc(Cl)cc1 | -1% | 21% | -6% | -29% | -22% | -11% | -27% | 7% |
| CCc1ccc(NC(=S)Nn2cnnc2)cc1 | i | 9% | -9% | 6% | 19% | ? | 24% | -6% |
| Cc1nc(-c2cccc(NC(=O)Cc3ccccc3)c2)cs1 | -20% | 18% | 12% | -16% | 14%[9.22 µM] | ? | 7% | 13% |
| CCCOC(=O)c1ccc(Oc2c(-c3ccc(OC)cc3O)n[nH]c2C)cc1 | i | 9% | -18% | -20% | ? | -14% | 7% | 12% |
| O=C(COC(=O)/C=C/c1cccc(F)c1)NC(=O)NCc1ccccc1 | -7% | 0% | -32%[inhibitor] | 9% | -19% | -14% | 9% | -11% |
| Cc1c(-c2csc(N)n2)cnn1C | i | -3% | 3% | 10% | 17% | -2% | -5% | 0% |
| COc1ccc(N2CCN(C(=O)COCc3cc(-c4ccc5c(c4)OCO5)on3)CC2)cc1 | 29%&0% | 18% | 0% | 18% | -14%&15% | 17% | 24%&3% | 1% |
| CC(=O)N(Cc1cccs1)Cc1cc2cc(C)c(C)cc2nc1Cl | -68%[inhibitor] | 4% | 6% | -15% | 11% | -5% | 5% | -1% |
| O=C1CS(=O)(=O)N(Cc2cccc(F)c2)c2ccc(Br)cc21 | -36%[inhibitor] | 7% | -49%[inhibitor] | -21% | -82%[inhibitor] | ? | 23% | -9% |
| N#Cc1cccc(NC(=O)CCNS(=O)(=O)c2ccc3c(c2)CCN3C(=O)C2CC2)c1 | -4% | / | -13% | / | 7% | / | -5% | / |
| O=c1oc(-c2ccccc2)cc(Cl)c1Cl | -58%[inhibitor] | 11% | ? | -10% | ? | ? | 0% | -2% |
| Cc1ccccc1OCC(=O)O/N=C(\N)Cc1cccs1 | i | 10% | 24% | 1% | 2% | -4% | 1% | 13% |
| CCOC(=O)c1cnn(-c2ccc([N+](=O)[O-])cc2)c1N | i | 5% | 4% | 9% | 16% | 8% | 18% | 0% |
| COc1ccc(NC(=O)c2ccc(S(=O)(=O)N(C)C)cc2)cc1OC | i | 11% | -1% | -2% | 12% | -19% | -14% | 4% |
| O=C(Nc1ccccc1SCC1CSc2nc3ccccc3c(=O)n21)c1cccc(Cl)c1 (centres undefined) | -2% | -2% | -5% | -4% | -15% | -10% | -11% | 5% |
| CCCNS(=O)(=O)c1ccc(CCC(=O)N2CCOCC2)cc1 | i | 2% | 0% | -2% | -3% | -17% | 9% | 8% |
| Cc1cccc(NC(=O)CCCc2ccccc2)c1 | -29% | 1% | -1% | 5% | 9% | 1% | -15% | -3% |
| Cc1nc(C)c(CCNS(=O)(=O)c2ccc(C)c(C)c2)s1 | -28% | / | 12% | / | 4% | / | -14% | / |
| O=C(N/N=C/c1cccs1)C(O)c1ccccc1 (centres undefined) | i | 5% | 8% | -2% | 0% | -11% | 11% | 10% |
| C#CCOc1nc(OCC#C)nc(OCC#C)n1 | i | -7% | 0% | -6% | 5% | -13% | -12% | 2% |
| O=C(CSc1ccc(-c2ccco2)nn1)Nc1ccc(F)cc1 | -41%[inhibitor] | 4% | 3% | 10% | 15% | 2% | 6% | -9% |
| COc1ccc(-c2csc(NCCc3nc4cc(Cl)c(N5CCCCC5)cc4n3CCOCCO)n2)cc1 | -96%[inhibitor] | 1% | -6% | -2% | 3% | -6% | ? | 10% |
| CCOC(=O)c1ccc2nc3c(cc2c1)CCS3 | i | 6% | -5% | 12% | 19% | 14% | 18% | 5% |
| NNC(=O)c1ccc(COc2ccc3ccccc3c2)o1 | -6% | 9% | -4% | -4% | 15% | -20% | 22% | -9% |
| COCCCn1c(SCC(=O)NC2CCCCC2)nc2ccccc2c1=O | i | 10% | 0% | 5% | 17% | -7% | 5% | -1% |
| Cc1ccc2c(c1)nnc1nnc(SCC(=O)O)n12 | 7% | 11% | -5% | 9% | -15% | -10% | 29% | 1% |
| Cc1cccc(-c2nnc(SCC(=O)Nc3cccc(C(=O)N4CCOCC4)c3)n2C)c1 | i | 13% | -8% | 1% | 13% | 1% | 10% | 6% |
| COC(=O)c1cccc(NC(=O)CSc2nc(O)c(-c3ccccc3)c(=O)[nH]2)c1 | ? | 9% | -8% | 0% | 30% | -1% | -26% | 2% |
| C[C@H]1CN([C@@H](C)CO)S(=O)(=O)c2ccc(-c3ccncc3)cc2O[C@H]1CN(C)C(=O)c1cccc(F)c1 | i | -2% | 12% | 5% | 4% | 5% | -12% | 1% |
| COc1ccc(NC(=O)COc2ccc(N(C)S(=O)(=O)c3ccc(C)cc3)cc2)cc1 | -21% | -1% | 5% | -9% | 13% | 5% | 13% | 6% |
| COC(=O)N/N=C/c1cccnc1 | i | 4% | -5% | 9% | -14% | 8% | / | -10% |
| Cn1c(=O)[nH]c(=O)c2c1nc(Br)n2CCCO | ? | 5% | -1% | -10% | -8% | -7% | 12% | 3% |
| COc1cc2c(cc1OC)CN(CC(=O)Nc1ccc(F)cc1)C(C(=O)O)C2 (centres undefined) | i | 3% | 2% | 4% | -2% | 0% | 4% | 7% |
| COc1cc(C(=O)OCC(=O)NC2CCCCCC2)ccc1OCC(C)C | i | 4% | 0% | -4% | 0% | -11% | -3% | -2% |
| COc1cccc(N2CCN(C(=O)CN(c3ccc(C)cc3)S(=O)(=O)c3c(C)n[nH]c3C)CC2)c1 | -33%[inhibitor] | -6% | 0% | -30% | 12% | -7% | 41% | -11% |

Full records as entered above. Values in the order: PTHR1 ag, EPAC2 ag, aSyn rescue, EPAC2 antagonist, TDP-43 yeast inh, EPAC1 antagonist, FUS yeast rescue, EPAC1 ag
O=C(N/N=C/c1cccs1)C(O)c1ccccc1 (centres undefined) in the list: i, 5%, 8%, -2%, 0%, -11%, 11%, 10%
COc1cc2c(cc1OC)CN(CC(=O)Nc1ccc(F)cc1)C(C(=O)O)C2 (centres undefined) in the list: i, 3%, 2%, 4%, -2%, 0%, 4%, 7%
COc1ccc(NC(=O)c2ccc(S(=O)(=O)N(C)C)cc2)cc1OC in the list: i, 11%, -1%, -2%, 12%, -19%, -14%, 4%
